Screening data deposited in PubChem by National Center for Advancing Translational Sciences (NCATS).
AmpC inh detg: blocks E. coli AmpC beta-lactamase in detergent assay | AID 485294 | AmpC hydrolysis of nitrocefin, absorbance 480 nm, 0.01% Triton | Potency, µM (top dose mostly 114 µM), inactives show at the highest dose activity change, negative = inhibition, actives largely listed as inhibitors | 370,000 compounds, 0.041% hits;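 note: potency is the fitted concentration of half-maximal effect; 0% = no-compound wells and -100% = no-enzyme wells; nearly all actives have a fitted effect of over 25% in size; some results filed as inactive show a strong effect at the top dose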
Target sequence (P00811 whole entry, looked up): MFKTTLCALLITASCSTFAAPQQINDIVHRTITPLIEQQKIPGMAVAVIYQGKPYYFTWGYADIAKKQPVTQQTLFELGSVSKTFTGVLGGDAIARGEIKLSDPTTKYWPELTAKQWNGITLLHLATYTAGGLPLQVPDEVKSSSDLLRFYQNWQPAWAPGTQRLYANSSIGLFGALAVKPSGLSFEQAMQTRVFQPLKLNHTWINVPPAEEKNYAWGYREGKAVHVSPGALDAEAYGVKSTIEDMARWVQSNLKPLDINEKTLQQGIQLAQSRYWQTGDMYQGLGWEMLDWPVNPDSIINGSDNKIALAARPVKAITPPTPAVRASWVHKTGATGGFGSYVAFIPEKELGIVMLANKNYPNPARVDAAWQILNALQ
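AmpC (5.3 nM in the dispensed reagent) in 20 mM phosphate pH 7.0 with 0.01% (detergent screen) or 0.0001% Triton X-100 was preincubated with compounds for 15 min at room temperature. Nitrocefin was then added from an 800 uM solution, and hydrolysis was followed at 480 nm.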
FBPA Giardia inh: inhibitors of Giardia lamblia fructose-1,6-bisphosphate aldolase; A8B2U2; purified Giardia FBPA; Potency, µM (highest dose often 59.6 µM), for the others: top-dose activity, negative = inhibition, actives largely listed as inhibitors; 290,000 compounds, 0.71% hits; AID 2451; note: potency is the fitted concentration of half-maximal effect; % is set by controls: 0 for no effect and ±100 for the full control effect; nearly all actives have a fitted effect of over 55% in size
Target sequence (A8B2U2 whole entry, looked up): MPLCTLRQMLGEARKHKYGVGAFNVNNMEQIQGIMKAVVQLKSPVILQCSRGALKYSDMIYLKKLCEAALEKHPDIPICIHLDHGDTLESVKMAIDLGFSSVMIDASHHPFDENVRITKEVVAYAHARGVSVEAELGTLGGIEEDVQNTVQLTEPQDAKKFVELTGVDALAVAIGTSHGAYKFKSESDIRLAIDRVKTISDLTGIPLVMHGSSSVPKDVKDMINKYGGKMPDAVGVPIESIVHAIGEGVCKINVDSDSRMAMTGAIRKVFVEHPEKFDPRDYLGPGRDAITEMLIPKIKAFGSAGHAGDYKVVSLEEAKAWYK
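40 nM FBPA preincubated 10 min at RT with compound (up to 57.5 uM final), then substrate plus GAPDH/TPI/NAD/arsenate coupling and diaphorase/resazurin added. Fluorescence read after 20 min at RT, 525/598 nm.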
AMA1-RON2 inh: inhibitors of Plasmodium falciparum AMA1-RON2 interaction. AlphaScreen AMA1-biotinylated RON2 peptide binding. Potency, µM (titrated, usually from 58.2 µM), for the others: top-dose activity change, negative = inhibition, actives largely listed as inhibitors. 360,000 compounds, 0.2% hits;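 note: potency is the fitted concentration of half-maximal effect; 0% = vehicle wells and -100% = peptide control; nearly all actives have a fitted effect of over 45% in size; some results filed as inactive show a strong effect at the top dose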
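AMA1 (3D7) with his tag at 25 nM final met compounds first, then biotinylated RON2 peptide at 25 nM; detection used donor plus acceptor beads, 10 µg/mL apiece, read by AlphaScreen after 30 min at room temperature.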
Shiga inhibitor: blocks Shiga toxin action in Vero cells | Vero cells, Shiga toxin protein synthesis inhibition reporter | inhibition, % at 38.7 µM | 290,000 compounds, 9.2% hits; in the data active = inhibition mostly above about 28%, no sharp cut-off; inactive = mostly below about 43%; note: 0% is about no effect
Cycloheximide cs: affects cycloheximide protein synthesis inhibition readout, counter-screen; cell reporter, cycloheximide protein synthesis inhibition counterscreen; max response, %; 300,000 compounds, 12% hits; AID 2314; in the data active = max response mostly above about 13%, no sharp cut-off; inactive = mostly below about 14%; note: read at 38.3 µM for the half of the compounds with a filed dose; 0% is about no effect
HCMV inh: inhibitors of human cytomegalovirus; activity change, negative = inhibition, % at 57.5 µM; 410,000 compounds, 4.5% hits; HFF cells, HCMV-luciferase reporter, 72 h; active compounds read low; in the data active = activity change below about -60%; inconclusive = no clear call, values can overlap the other calls; inactive = above about -39%; note: % is set by controls: 0 for no effect and ±100 for the full control effect
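Compounds were evaluated in HFFs infected with an HCMV luciferase reporter virus (MOI 1 PFU/cell). Luciferase in lysates collected 72 h post infection served as the replication measure.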
AmpC no deterg: inhibitors of E. coli AmpC beta-lactamase without detergent; 330,000 compounds, 0.52% hits; AmpC nitrocefin hydrolysis, absorbance 480 nm, 0.0001% Triton; Potency, µM (titrated, usually from 57.1 µM), without a hit: at the top dose activity change, negative = inhibition, most hits filed as inhibitors; P00811;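 note: potency is the fitted concentration of half-maximal effect; plate controls were no compound for no effect and no enzyme for full effect; nearly all actives have a fitted effect of over 20% in size; some results filed as inactive show a strong effect at the top dose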
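20 mM phosphate pH 7.0 + 0.01% (detergent screen) or 0.0001% Triton X-100; 5.3 nM AmpC reagent; cpd preinc 15 min RT; nitrocefin (800 uM stock) to start; A480 q20 s × 4 min; Activity was normalised to no-enzyme and no-compound control wells.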
The depositor's hits bear a star; ? = inconclusive; . = no result given; & = joins results of further samples; [ ] = remark or other dose. Unless noted, calls come from the whole dose curve; as a rule, active = well fitted curve in the direction sought with a large enough effect; inconclusive = small, poorly fitted or top-dose-only effect, or another doubt; inactive = no such curve, though single readings can be large; an effect the other way counts as inactive or inconclusive.

SMILES | AmpC inh detg | FBPA Giardia inh | AMA1-RON2 inh | Shiga inhibitor | Cycloheximide cs | HCMV inh | AmpC no deterg
CC(OC(=O)c1cccc(S(=O)(=O)N2CCCC2)c1)C(=O)NC1CCCCC1C (stereo unspecified) | -7% | . | 27% | . | . | -1 | 28%
CCc1nnc(NC(=O)CSCc2cc(=O)n3nc(C(C)C)sc3n2)s1 | 0% | . | -3% | 4 | 1 | 16 | -11%
CCc1ccc(C(=O)COC(=O)c2ccccc2OC)cc1 | 1% | . | 9% | 133* | 43* | -3 | 31%
CCCC(=O)OCCNc1cc(SCc2ccco2)c2nonc2c1[N+](=O)[O-] | 3% | -26% | -14%[11.6 µM] | 1 | -1 | 16 | -16%
O=C(NCc1ccco1)C1CCCN(S(=O)(=O)c2cnc[nH]2)C1 (stereo unspecified) | ? | -1% | -4% | -6 | -9 | 9 | -14%
N#CNC(=Nc1cccc(F)c1)SCc1ccccc1F | -1% | 1% | -8% | -2 | 4 | 0 | -22%
Cc1ccccc1Nc1nc(N)nc(COC(=O)CCS(=O)(=O)c2ccccc2)n1 | -16% | 0% | 28% | 20 | 10 | 51 | 2%
CC12CN3CCN(CC(C3)/C1=N\N=C1/C3CN4CCN(C3)CC1(C)C4)C2 | 1% | 1% | 0% | 4 | -2 | 112 | -2%
COc1ccc(-c2ccc3c(=O)cc(-c4ccsc4)oc3c2)cn1 | . | . | -5% | . | . | -25 | -16%
CCOC(=O)Cc1csc(NC(=O)CSc2nnnn2-c2ccc(C)c(C)c2)n1 | 3% | 1% | -1% | 1 | 4 | 21 | 2%
CCCCCCC1C(C#N)=C(N)OC2=C1C(=O)CC(C)(C)C2 (stereo unspecified) | ? | 1% | -2% | -3 | -3 | 105 | -21%
Cc1ccc(/C=N/NC(=O)c2ccc3c(c2)OCCO3)s1 | 7% | -14% | -13% | 55* | 38* | 83 | -26%
COc1cccc(OCCCCSc2ncccn2)c1 | 3% | 5% | 68%[activator] | 63 | 26 | -16 | -15%
Cc1c(S(=O)(=O)N2CCN(c3ccccc3)CC2)c(=O)n(C)c(=O)n1C | -2% | 5% | -1% | -4 | 0 | -26 | 3%
Cc1ccc(Nc2ccc(C(F)(F)F)cc2[N+](=O)[O-])cc1 | -13% | 5% | ? | -9 | -3 | 14 | -37%
Cc1ccc(-n2sc3ccccc3c2=O)cc1 | ? | ? | 19% | 31 | 18* | -32 | -16%
COCCN(C(=O)CSc1nc2ccc(Cl)cc2[nH]1)c1c(N)n(Cc2ccccc2)c(=O)[nH]c1=O | 1% | ? | 10% | -3 | -3 | -5 | -8%
N#CCC(=O)Nc1cc(C(F)(F)F)ccc1N1CCOCC1 | -5% | 5% | -9% | -5 | -1 | 49 | -20%
Cn1c(=O)n(C)c2cc(CN3C(=O)OC(C)(C)C3(C)O)ccc21 (stereo unspecified) | -5% | -3% | -4% | 2 | -3 | 61 | 0%
Cc1onc(-c2ccc3c(c2)OCO3)c1-c1ccc2[nH]ccc2c1 | ? | -13% | 0% | 22* | 3 | ? | -53%
CC(=O)N1CC(c2ccccc2)C(c2ccc(Cl)cc2)=N1 (stereo unspecified) | ? | 2% | -9% | -12 | -1 | -32 | -23%
CCc1cc2c(N3CCN(C)CC3)ncnc2s1 | 1% | -8% | -15% | 25 | 6 | -35 | -19%
COC(=O)c1ccc(COc2ccc(/C=N/O)cc2OC)o1 | 1% | 14% | -5% | 71* | 20* | 17 | 14%
COc1cc(/C=N/NC(=O)c2nc3ccccn3c2C)cc(OC)c1O | 5% | -5% | 84%[activator] | 20 | 3 | -27 | -22%
COCCCN1C(=O)C2C(C(=O)Nc3cc(C)cc(C)c3)C3C=CC2(O3)C1C(=O)NC1CCCCC1 (stereo unspecified) | -10% | ? | 2% | -1 | -7 | -25 | 11%

The last 5 records of the section above come first, to join the parts:
SMILES | AmpC inh detg | FBPA Giardia inh | AMA1-RON2 inh | Shiga inhibitor | Cycloheximide cs | HCMV inh | AmpC no deterg
CC(=O)N1CC(c2ccccc2)C(c2ccc(Cl)cc2)=N1 (stereo unspecified) | ? | 2% | -9% | -12 | -1 | -32 | -23%
CCc1cc2c(N3CCN(C)CC3)ncnc2s1 | 1% | -8% | -15% | 25 | 6 | -35 | -19%
COC(=O)c1ccc(COc2ccc(/C=N/O)cc2OC)o1 | 1% | 14% | -5% | 71* | 20* | 17 | 14%
COc1cc(/C=N/NC(=O)c2nc3ccccn3c2C)cc(OC)c1O | 5% | -5% | 84%[activator] | 20 | 3 | -27 | -22%
COCCCN1C(=O)C2C(C(=O)Nc3cc(C)cc(C)c3)C3C=CC2(O3)C1C(=O)NC1CCCCC1 (stereo unspecified) | -10% | ? | 2% | -1 | -7 | -25 | 11%
Cn1c(=O)n(C)c2cc(NS(=O)(=O)c3ccc(F)cc3)ccc21 | ? | -7% | -9% | 4 | -2 | 221&1 | -29%[2.29 µM]
O=C(Nc1ccc2c(c1)OCCO2)C1CCN(C(=O)c2ccc(Cl)cc2)CC1 | -6% | 3% | -13% | 48* | 30* | 9 | -17%
Cc1cc(CNC(=O)c2ccc3nc(Cc4ccccc4F)oc3c2)nn1C | 1% | . | 6% | 94* | 42* | 100 | 63%[activator]
Oc1ccc(Nc2nc(NCC3CCCO3)c3ccccc3n2)cc1 (stereo unspecified) | 1% | -8% | -15% | 14 | 2 | 13 | -37%
CCCNC(=O)N(CCOC)CC1CCCN(C2Cc3ccccc3C2)C1 (stereo unspecified) | -16% | 2% | 5% | . | -3 | 45 | -13%
O=C(c1ccc(F)cc1)C1CCN(S(=O)(=O)c2ccccc2)CC1 | -7% | 4% | 8% | -6 | 2 | 1 | -23%
Cc1cc(C(=O)COC(=O)c2ccc3c(c2)NC(=O)CS3)c(C)n1CCc1ccc(Cl)cc1 | 0% | 11% | 1% | -6 | 15 | -39 | 12%
O=C(CCSc1nnc2ccccn12)Nc1ccc(F)cc1 | -4% | -1% | 17% | 11 | 0 | 28 | -17%
CC(C)(C)OC(=O)N1CCC[C@H]1c1nnc(SCC(=O)Nc2ccc(Br)cc2)o1 | -3% | 2% | 1% | -15 | -3 | 17 | 62%[activator]
Cc1nc2ccc(NS(=O)(=O)c3ccc(F)cc3)cc2s1 | -3% | 2% | -8% | 17 | 13 | -18 | -23%
CCOc1ccccc1N1CCN(C(=O)COc2ccc3c(C)cc(=O)oc3c2)CC1 | -2% | -4% | 15% | -26 | -4 | -13 | 90%[activator]
CC(C#N)Sc1ccc(S(=O)(=O)N(C)C2CCCCC2)cn1 (stereo unspecified) | -16% | . | 10% | . | . | -62* | 4%
Cc1csc(NC(=O)C2COc3ccccc3O2)n1 (stereo unspecified) | 1% | 2% | -3% | 22 | 13* | 25 | -16%
CCOC(=O)c1cc(C)sc1NC(=O)CN1CCN(C(=O)C2CCCO2)CC1 (stereo unspecified) | 1% | . | 56%[activator] | -32 | -1 | ? | 165%[activator]
CCN1CCc2nc(NC(=O)CC(c3ccccc3)c3ccccc3)sc2C1 | -3% | 0% | -7% | -1 | -4 | -9 | 61%[activator]
Cc1ccc(CCNC(=O)Cn2cccc2)cc1 | -14% | -2% | -9% | 4 | 1 | 11 | -21%
CC(C)COC(=O)C1[C@H]2C(=O)N(Cc3cccs3)C[C@]23C=C[C@H]1O3 (stereo partly specified) | -8% | 8% | -2% | 0 | -2 | 0 | -8%
Cc1ccc2nc(NS(C)(=O)=O)sc2c1 | -6% | 4% | -5% | 33 | 6 | 33 | -10%
CCOC(=O)N1CCN(C(=O)CSc2ccc(-c3ccc(OC)cc3)nn2)CC1 | ? | 1% | -4% | 26 | 17 | 31 | 31%
COCCN1C(=O)N[C@@H](CCc2ccccc2)C(C(C)=O)=C1C | ? | 3%&-9% | 1% | -7 | -2 | . | 13%
O=C(CCCc1ccccc1)NCc1ccccc1Cl | ? | 4% | 5% | . | 18* | 21 | -22%
CC(C)(C)c1ccc(-c2noc(CCC(=O)NCc3ccco3)n2)cc1 | 2% | -1% | 0% | 73 | 34* | -81* | 19%
CCN(CC)S(=O)(=O)c1cc(C(=O)O)ccc1OC | -3% | 3% | -8% | -13 | 0 | -10 | -26%
CCOCCC(=O)Nc1cc(Cl)ccc1OC | -2% | 2% | -2% | -8 | 7 | -11 | -18%
CCOc1ccc(C(C)=O)cc1COc1ccc(C)nc1[N+](=O)[O-] | -4% | 13% | -2% | -17 | -5 | -11 | -8%

Continued; the last six above are carried over.
SMILES | AmpC inh detg | FBPA Giardia inh | AMA1-RON2 inh | Shiga inhibitor | Cycloheximide cs | HCMV inh | AmpC no deterg
COCCN1C(=O)N[C@@H](CCc2ccccc2)C(C(C)=O)=C1C | ? | 3%&-9% | 1% | -7 | -2 | . | 13%
O=C(CCCc1ccccc1)NCc1ccccc1Cl | ? | 4% | 5% | . | 18* | 21 | -22%
CC(C)(C)c1ccc(-c2noc(CCC(=O)NCc3ccco3)n2)cc1 | 2% | -1% | 0% | 73 | 34* | -81* | 19%
CCN(CC)S(=O)(=O)c1cc(C(=O)O)ccc1OC | -3% | 3% | -8% | -13 | 0 | -10 | -26%
CCOCCC(=O)Nc1cc(Cl)ccc1OC | -2% | 2% | -2% | -8 | 7 | -11 | -18%
CCOc1ccc(C(C)=O)cc1COc1ccc(C)nc1[N+](=O)[O-] | -4% | 13% | -2% | -17 | -5 | -11 | -8%
COCC(=O)N(C)C[C@H]1N[C@@](C)(C(=O)OC)[C@H]2C(=O)N(Cc3ccccc3)C(=O)[C@@H]12 | . | . | 3% | . | . | -15 | -11%
O=[N+]([O-])c1cc2cccnc2c2ncccc12 | -2% | ? | 126%[activator] | 18 | -1 | -97* | -8%
N#Cc1cc2c(nc1SCc1ccc(Cl)cc1)CCCC2 | 0% | 3% | 22% | 22 | 7 | 4 | -14%
O=C(NN1C(=O)C2C3C=CC(C4CC34)C2C1=O)c1ccc(Cl)cc1Cl (stereo unspecified) | -15% | . | 6% | 39 | -2 | -3 | -14%
c1ccc(-c2nnc(C(c3ccccc3)c3ccccc3)o2)cc1 | -7% | 1% | 2% | 37 | 5 | ? | -23%
CC(=O)Nc1ccc(SCC(=O)Nc2ccccc2-c2ccccc2)cc1 | -6% | 2% | 11% | 14 | 6 | ? | -11%
Cc1c(C(=O)N(C)c2cccc(Cl)c2)cnn1-c1ccccc1 | ? | -11% | -15% | 60* | 39* | 35 | 17%
O=C(CCC(=O)c1cccs1)NC(c1ccccc1)c1ccccc1 | -10% | 1% | 16% | 16 | 13 | -4 | -25%
